ASM inhibitor – blocks human secretory acid sphingomyelinase | P17405 | placental ASM, HMU-PC fluorogenic substrate, 60 min | Potency, µM (titrated, usually from 57.5 µM), inactives show top-dose activity change, negative = inhibition, usual class: inhibitors | hit rate 0.006% among 340,000 | AID 504937; further: potency means the concentration at half of the fitted maximal effect
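Human placenta-derived ASM preincubated with compound 10 min at room temperature, then reacted with 9 uM (final) fluorogenic HMU-PC substrate for 60 min at 37 C. Stop solution raises pH to 10; fluorescence read at Ex 386/Em 447 nm.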
a7 integrin act – integrin-mediated muscular dystrophy alleviation activation; alpha7betagal myoblasts, beta-gal FDG fluorescence, 48 h; Potency, µM (highest dose often 38.3 µM), for inactives: top-dose activation, actives largely listed as activators; hit rate 0.064% among 350,000; AID 624291;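 further: potency means the concentration at half of the fitted maximal effect; 100% = response of the positive control SU9516; nearly all actives have a fitted effect of over 60% in size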
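Alpha7betagal+/- myoblasts (passage 13) were plated 16-24 hr, then exposed to compounds (1:260 dilution of DMSO stock) for 48 hours at 37C. After MPER lysis, β-galactosidase reporter activity was read as FDG fluorescence (ex 480/em 540) after 30 minutes.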
TRPV1 agonist – agonists of human vanilloid receptor 1 (TRPV1); TRPV1-expressing cells, Fluo-8 calcium influx, agonist mode; activation, % at 8.33 µM; hit rate 0.19% among 320,000; AID 540275; in the data active means activation above about 80%; inconclusive means between about 30% and that limit; further: 0% is about no effect
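Cells expressing TRPV1 were dye-loaded with Fluo-8 and read kinetically: 10 s baseline, 3 min after compound (agonist portion), then 2 min after EC20 capsaicin (allosteric enhancer portion). Calcium-bound dye fluorescence at 480/520 nm.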
ELG1 genotox – genotoxicity induction in ELG1-luciferase HEK293T cells. HEK293T ELG1-luciferase reporter, luminescence, 16 h. Potency, µM (top dose mostly 46 µM), without a hit: at the top dose activity change, positive = activation, hits mostly activators. AID 504466. hit rate 1.3% among 330,000; further: potency means the concentration at half of the fitted maximal effect; % of control where 0% means no effect; nearly all actives have a fitted effect of over 60% in size
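Genotoxic stress is detected as increased luminescence from luciferase-tagged ELG1 in HEK293T cells, measured with ONE-Glo after a 16 hr treatment at 37 °C.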
B2AR arrestin – beta2AR (human) beta-arrestin recruitment activity; hit rate 0.02% among 330,000; beta-arrestin recruitment to beta2AR, cell-based reporter; P07550; Potency, µM (series often up to 46.1 µM), for the others: at the top dose activation, most hits filed as activators; AID 492947;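 further: potency means the concentration at half of the fitted maximal effect; 0% = DMSO controls and full agonism = EC100 isoproterenol or metaproterenol; nearly all actives have a fitted effect of over 65% in size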
p53 reactivator – mutant p53 re-activation in reporter cells; H1299 p53-A138V BP100-luciferase reporter, luminescence, 24 h; Potency, µM (top dose mostly 92.2 µM), for inactives: at the highest dose activity change, positive = activation, most hits filed as activators; hit rate 0.063% among 320,000; further: potency means the concentration at half of the fitted maximal effect; % of control where 0% means no effect; nearly all actives have a fitted effect of over 45% in size
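H1299 (p53-null), stable ts p53-A138V + BP100-Luc; 1000 cells/well, Opti-MEM/10% FBS; cpd 4 pt, 1:5; 24 h, 37 deg C, 5% CO2; detection reagent 10 min RT; luminescence.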
PTAP TSG101 blk – blocks PTAP/TSG101 interaction to inhibit HIV-1 budding; Potency, µM (highest dose often 115 µM), without a hit: top-dose activity change, negative = inhibition, most hits filed as inhibitors; Q99816; Fluorescence polarization, FITC-PTAP peptide / Tsg101 binding; 340,000 tested, under 10 active; active means well fitted inhibition curve with a large enough effect in the main read-out, with a control signal flat, not every such curve was filed as active; inconclusive means small, poorly fitted or top-dose-only effect, or effect the other way, or a change in a side signal; inactive means no such curve, though single readings can be large or run the other way; further: potency means the concentration at half of the fitted maximal effect; % of control where 0% means no effect
Target sequence (Q99816 whole entry, looked up): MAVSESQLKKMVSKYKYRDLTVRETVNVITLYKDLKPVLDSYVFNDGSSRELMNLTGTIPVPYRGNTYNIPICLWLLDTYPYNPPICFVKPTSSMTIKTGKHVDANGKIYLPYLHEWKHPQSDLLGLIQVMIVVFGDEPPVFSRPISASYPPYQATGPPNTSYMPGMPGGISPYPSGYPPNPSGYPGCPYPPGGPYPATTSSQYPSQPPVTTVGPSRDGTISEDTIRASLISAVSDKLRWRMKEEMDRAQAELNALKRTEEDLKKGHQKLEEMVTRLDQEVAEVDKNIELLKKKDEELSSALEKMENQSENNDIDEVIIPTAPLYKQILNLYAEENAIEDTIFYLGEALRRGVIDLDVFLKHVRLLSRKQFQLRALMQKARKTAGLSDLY
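Fluorescence anisotropy tracks displacement of a FITC-tagged PTAP peptide (50 nM) from the Tsg101 binding domain (10 uM), following a 20 min room-temperature incubation at pH 7.5.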
Eya2 inh – blocks the phosphatase activity of human Eya2. recombinant Eya2, OMFP fluorescence dephosphorylation (OMFP is methylfluorescein phosphate). Potency, µM (series often up to 76.9 µM), inactives show at the top dose activity, negative = inhibition, usual class: inhibitors. hit rate 0.006% among 330,000; further: potency means the concentration at half of the fitted maximal effect; on the % scale 0 is the no-effect control and ±100 the full control effect
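Eya2 (0.2 uM) preincubated 10 min at ambient with compound, then OMFP substrate added at 50 uM; 10 min reaction in 50 mM HEPES pH 7.5, 50 mM NaCl, 5 uM MgCl2, 0.05% BSA, 1 mM DTT. Fluorescence read at Ex 485/Em 525 nm.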
BRCA1 expr act – BRCA1 expression activation | MCF7-BRCA1-FFLuc reporter, luminescence, 48 h; response scale: scaled: vehicle 0%, 10 µM genistein 100% | Potency, µM (top dose mostly 46.1 µM), for the others: at the top dose activation, most hits filed as activators | hit rate 1.1% among 380,000 | AID 624202; further: potency means the concentration at half of the fitted maximal effect; nearly all actives have a fitted effect of over 80% in size; some results filed as inactive show a strong effect at the top dose
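Cells: MCF7-BRCA1-FFLuc, 2000/well. Exposure: 48 h, 37 °C, 5% CO2. Read: luminescence, 15 min post-substrate. Controls: genistein 10 microM (maximal activation), DMSO (neutral).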
USP2a inh – USP2a (human) protease inhibition; O75604; USP2 core, Ub-CHOP2 coupled fluorogenic reporter, 485/531; Potency, µM (titrated, usually from 38.3 µM), inactives show top-dose activity change, negative = inhibition, hits mostly inhibitors; hit rate 0.01% among 330,000;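 further: potency means the concentration at half of the fitted maximal effect; plate controls were DMSO wells for no effect and full inhibition by NEM control for full effect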
Target sequence (O75604 whole entry, looked up): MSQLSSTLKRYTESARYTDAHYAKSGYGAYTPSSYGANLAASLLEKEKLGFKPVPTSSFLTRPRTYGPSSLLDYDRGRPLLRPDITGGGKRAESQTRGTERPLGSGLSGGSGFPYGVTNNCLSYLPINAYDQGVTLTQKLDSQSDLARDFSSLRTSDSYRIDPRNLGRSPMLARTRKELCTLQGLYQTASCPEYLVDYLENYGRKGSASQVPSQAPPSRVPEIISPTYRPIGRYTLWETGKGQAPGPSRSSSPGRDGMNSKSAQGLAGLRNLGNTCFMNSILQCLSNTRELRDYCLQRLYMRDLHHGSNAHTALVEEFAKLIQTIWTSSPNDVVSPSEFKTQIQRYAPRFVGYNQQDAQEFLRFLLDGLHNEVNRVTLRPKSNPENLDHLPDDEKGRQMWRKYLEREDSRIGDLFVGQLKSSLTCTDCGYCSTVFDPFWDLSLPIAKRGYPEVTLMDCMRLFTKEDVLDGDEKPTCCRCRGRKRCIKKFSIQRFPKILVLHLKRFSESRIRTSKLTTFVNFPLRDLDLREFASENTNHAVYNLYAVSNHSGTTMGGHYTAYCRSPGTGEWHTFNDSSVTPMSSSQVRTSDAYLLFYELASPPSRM
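Deubiquitinase activity read as fluorescence (485/531 nm) after Ub-CHOP2 cleavage activates the enterokinase reporter on its substrate; USP2 core 10nM, Ub-CHOP2 and substrate 25nM each, 30min compound preincubation then 60min RT; data normalized to NEM, curves fitted.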
uPA generation – inhibitors of cell surface uPA generation; cell surface uPA generation assay, qHTS; Potency, µM (titrated, usually from 38.3 µM), for the others: top-dose activity change, negative = inhibition, most hits filed as inhibitors; hit rate 0.31% among 330,000; AID 540303; active means well fitted inhibition curve with a large enough effect; inconclusive means small, poorly fitted or top-dose-only effect; inactive means no such curve, though single readings can be large or run the other way; tested in mouse RAW 264.7 cells; further: potency means the concentration at half of the fitted maximal effect; on the % scale 0 is the no-effect control and ±100 the full control effect; nearly all actives have a fitted effect of over 55% in size
The depositor's hits bear a star; u = inconclusive; x = not tested or not shown; [ ] = dose if it differs, or a comment. Unless noted, the call rests on the fitted dose curve; in most records, active means well fitted curve in the direction sought with a large enough effect; inconclusive means small, poorly fitted or top-dose-only effect, or another doubt; inactive means no such curve, though single readings can be large; an effect the other way counts as inactive or inconclusive.

SMILES	ASM inhibitor	a7 integrin act	TRPV1 agonist	ELG1 genotox	B2AR arrestin	p53 reactivator	PTAP TSG101 blk	Eya2 inh	BRCA1 expr act	USP2a inh	uPA generation
Cn1c(-c2ccc(Cl)cc2)ccc(C#N)c1=O	0%	9%	1	13%	-0.2%	1%	-4%	-17%	-61%	0%	-3%
CCN(CC)C(=O)CSc1nsc(SCC(=O)N(CC)CC)c1C#N	-2%	-15%	-1	0%	-0.2%	13%	-5%	-9%	-9%	-1%	3%
Nc1nonc1C(=O)N/N=C/c1ccc(-c2ccc(Cl)c(C(=O)O)c2)o1	-3%	17%	6	-6%	0.0%	2%	-1%	16%	18%	1%	8%
COc1cccc(OC)c1CNC(=O)CCSCc1ccccc1F	-1%	14%	u	-8%	-0.1%	-1%	2%	-3%	-1%	3%	4%
O=C(Nc1ccc(OC(F)(F)F)cc1)c1ccc(-n2cncn2)nc1	0%	0%	17	-3%	-0.1%	-3%	-1%	6%	-12%	-1%	-4%
CCCCn1c(N)c(N(CCC(C)C)C(=O)c2ccccc2C)c(=O)[nH]c1=O	3%	-7%	0	1%	-1.1%	7%	-3%	5%	-2%	-1%	2%
O=C(OCC(=O)N1CCN(c2ccccc2)CC1)c1cnc(Cl)c(Cl)c1	x	x	17	-4%	0.6%	-3%	x	6%	x	-3%	x
COc1ccccc1NC(=O)COc1ccc(Br)cc1CO	3%	0%	13	0%	-0.1%	2%	-7%	22%	2%	7%	x
O=C(Nc1ccc2oc(-c3cccnc3)nc2c1)c1cccnc1	-2%	16%	0	3%	-0.1%	0%	-11%	-2%	82%	0%	2%
CCOc1ccc(-n2c(=S)sc3c(=O)[nH]c(SCC(=O)NCc4ccco4)nc32)cc1	0%	-53%[inhibitor]	-4	3%	0.5%	9%	-2%	-12%	0%	0%	x
CC(C)NC(=S)N1CCn2c(nc3ccccc32)C1	3%	8%	2	1%	0.5%	-5%	-3%	-2%	2%	0%	8%
O=C1OCCN/C1=C\C(=O)c1ccc(Cl)cc1	0%	4%	5	-6%	-1.0%	-1%	-4%	6%	6%	1%	2%
Cc1onc(-c2c(Cl)cccc2Cl)c1C(N)=S	2%	-20%	-1	-12%	-0.2%	-2%	0%	4%	5%	3%	4%
O=C(NCc1ccccn1)Nc1ccc(Cl)cc1	0%	-35%[inhibitor]	x	x	x	x	0%	x	63%	x	-2%
O=Cc1c(NCc2ccc(F)cc2)c2ccccc2[nH]c1=O	-2%	21%	17	2%	-0.4%	x	1%	-2%	8%	-2%	-6%
COc1cc(/C=C/c2nc3ccccc3c(=O)[nH]2)cc(Cl)c1O	3%	u	2	2%	-0.9%	14%	7%	8%	11%	3%	-7%
N/C(=N\OC(=O)C(c1ccccc1)c1ccccc1)c1ccncc1	0%	-15%	24	2%	-0.7%	-2%	1%	-11%	1%	-1%	-1%
Cc1ccc(CNC(=O)C2CC(c3ccccc3C(F)(F)F)=NO2)o1 (stereo unspecified)	-4%	0%	x	x	x	x	-2%	x	-29%	x	-20%
CCN1C(=O)N(C)C2(c3ccccc3)N(C)C(=O)N(C)C12c1ccccc1 (stereo unspecified)	3%	4%	1	-3%	-0.5%	-6%	-3%	-17%	4%	-1%	10%
O=C(NCc1ccc(Cl)cc1)c1cc(=O)nc2sc(-c3ccccc3)nn12	0%	6%	1	u	0.3%	2%	-5%	-1%	-43%	0%	x
COc1ccccc1OCCNC(=O)CNC(=O)c1ccc(Cl)c(Cl)c1	0%	-4%	13	-5%	-0.5%	10%	-1%	-3%	1%	-1%	-2%
C/C(=N\Nc1ccc([N+](=O)[O-])cc1[N+](=O)[O-])c1cccnc1	-9%	14%	2	0%	-0.7%	-2%	-2%	u	-34%	-2%	-1%
Cc1ccccc1OCC(=O)OCC(=O)NCc1ccc2c(c1)OCO2	-3%	13%	x	4%	-0.6%	7%	-1%	3%	10%	2%	3%
CCCCCn1c(=S)[nH]c2ncccc2c1=O	0%	2%	-2	4%	-0.7%	-2%	-2%	1%	11%	-5%	0%
COc1ccc(C(=O)Nc2nc3c(s2)CCCC3)cc1S(=O)(=O)N1CCCc2ccccc21	-2%	-46%	0	-7%	0.5%	26%	-2%	-9%	-49%	-10%	-4%
Cc1ccc(OCC(=O)Nc2cc(C(=O)O)cc(C(=O)O)c2)cc1C	17%	-64%[inhibitor]	0	-1%	-1.0%	-5%	-1%	23%	22%	-1%	0%
CCOC(=O)[C@H]1[C@H]2COc3ccc(OC)cc3[C@@H]2N2C(=O)c3cc(F)c(F)cc3NC(=O)[C@@]12C	-4%	8%	92*	0%	0.2%	-6%	-3%	11%	-18%	2%	16%
O=C(Nc1c(C(=O)N2CCOCC2)cnn1-c1ccccc1)c1ccc(F)cc1	1%	21%	2	1%	0.3%	27%	0%	4%	-1%	2%	-8%
COc1ccccc1C(=O)NCCC(=O)N1CCN(S(=O)(=O)c2cccc(Cl)c2)CC1	1%	15%	-1	1%	-0.4%	1%	-1%	-9%	-9%	1%	1%
CCC(=O)c1ccc(OCC(=O)OCC(=O)NCC2CCCCC2)cc1	1%	15%	1	0%	-0.2%	1%	-3%	8%	-4%	1%	0%
Cc1c(C(=O)C(=O)N2CC=C(c3ccccc3)CC2)c2ccccc2n1C	-11%	-11%	-2	-1%	0.1%	-12%	-6%	-10%	-55%	0%	-16%
O=C(O)C(Cc1cn[nH]n1)=NO	3%	-14%	-1	-1%	-0.3%	2%	1%	-22%	3%	0%	-15%
COc1ccc(C2CCCN2C(=S)Nc2ccc(C)c(C)c2)cc1OC (stereo unspecified)	-2%	20%	11	-5%	0.3%	-1%	1%	-6%	-10%	2%	-11%
COc1ccc2cc(C(=O)NCC(=O)O)sc(=O)c2c1OC	30%[activator]	12%	0	0%	-0.4%	0%	2%	8%	9%	0%	-2%
C=CCOc1ccc(/C(O)=C2/C(=O)C(=O)N(CCN3CCOCC3)C2c2ccc(C)cc2)cc1 (stereo unspecified)	0%	-13%	3	0%	0.6%	-6%	-9%	3%	-16%	0%	1%
CN1CCN(C(CNS(=O)(=O)c2ccc(Cl)cc2)c2cccnc2)CC1 (stereo unspecified)	7%	24%	-1	-1%	0.1%	-16%	-2%	4%	-3%	3%	1%
COc1cccc(-c2nc(CCl)cs2)c1	9%	-3%	2	1%	0.1%	9%	0%	1%	46%	4%	-6%
COc1ccc(N2CCN(C(CNC(=O)c3cccc(Cl)c3)c3cccnc3)CC2)cc1 (stereo unspecified)	-2%	-1%	1	-5%	0.3%	17%	-8%	9%	-30%	-1%	0%
COc1cccc2c(=O)n(CC(=O)NC3CCCCC3)ccc12	8%	-6%	0	15%	0.0%	5%	0%	13%	-2%	1%	-5%
CCCC(C)C(=O)Nc1cccc(NC(C)=O)c1 (stereo unspecified)	2%	10%	-4	-3%	0.0%	-2%	-5%	-30%	1%	1%	x
Cc1cnn(C(=O)Cn2nc(C(F)F)c(Br)c2C)c1	0%	1%	-1	0%	0.1%	2%	-8%	-2%	9%	1%	-3%
COc1ccc(/C=N/NC(=O)Cc2ccc(Cl)cc2)cc1OC	-5%	-4%	0	u	0.3%	0%	-2%	9%	-4%	-2%	-12%
CCCNc1nc2c(c(=O)n(C)c(=O)n2C)n1Cc1cccc(C)c1	-2%	-45%[inhibitor]	1	-11%	0.3%	2%	-2%	-3%	-53%	-3%	-9%
Cc1cccc(OCc2nnc(SCC(=O)N(C)C3CCCCC3)o2)c1	4%	-30%	15	-2%	-0.3%	7%	-1%	-24%	4%	-2%	-3%
O=C(CCCCn1c(=O)c2ccccc2n(Cc2ccccc2)c1=O)NC1CCN(Cc2ccccc2)CC1	0%	-45%	5	-6%	0.1%	1%	-8%	-12%	-18%	1%	-19%
COc1ccc(N2C(=O)C3CCCN3C2c2ccccc2)cc1 (stereo unspecified)	5%	16%	x	4%	0.2%	2%	2%	-4%	0%	-1%	5%
COc1ccc(OC)c(NC(=O)C(C#N)=Cc2ccco2)c1	-4%	0%	x	x	x	x	0%	x	-46%	x	3%
O=C(Nc1ccccn1)c1ccc2c(c1)OCO2	2%	2%	14	u	0.1%	-1%	1%	21%	u	1%	-10%
CC1CN(Cc2ccccc2)c2nc3c(c(=O)n(CC(=O)O)c(=O)n3C)n2C1 (stereo unspecified)	2%	u	0	1%	-0.6%	2%	-5%	10%	5%	1%	3%
CN(C)S(=O)(=O)N1CCN(C(=O)N2CCCCCC2)CC1	1%	1%	0	0%	0.3%	-3%	-5%	-20%	7%	4%	x
